CHOP inh – CHOP inhibition in unfolded protein response; hit rate 3.8% among 220,000; inhibition, % at 10 µM; CHO-K1 CHOP-promoter luciferase, tunicamycin-induced, 15-18 h;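 active means compounds that reduced the stress-induced luciferase reporter signal by more than about 70% of percent inhibition, limit read from the data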;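 further: 0% = tunicamycin plus vehicle and 100% = wells without tunicamycin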
EP2 antag – blocks the human prostaglandin E2 receptor EP2; inhibition, % at 25 µM; C6 glioma cells expressing human EP2, cAMP TR-FRET; cells stimulated with saturating PGE2; hit rate 0.52% among 260,000;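 active means percent inhibition above 40 after rounding to a whole number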;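 further: rat C6 glioma host cells with rolipram phosphodiesterase inhibitor present; the protocol text gives 20 µM as final concentration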
PPC-1+TRAIL kill – compounds killing PPC-1 cancer cells with TRAIL present (potentiator screen, no TRAIL-free arm); hit rate 0.41% among 220,000; PPC-1 cells + TRAIL, ATPLite viability luminescence; cell killing (% activity), % at 4 µM; AID 1443;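 active means cell killing above 50% in the first pass at 4 µM, then a duplicate retest at 5 µM averaging 50% or more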;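 further: plate controls were cells with TRAIL plus DMSO for no effect and medium-only wells lacking cells for full effect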
EP2 mod – EP2 receptor (human) modulation; induction, % at 25 µM; hit rate 0.83% among 260,000; EP2-expressing cells, cAMP HTRF FRET, PGE2 co-stimulation;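 active means compounds whose cAMP rise, as percent of the full-agonist control response, exceeds 60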;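 further: rat C6 glioma line stably carrying human EP2 under a CMV promoter; the protocol text gives 20 µM as final concentration; 100% = response of wells given 1 µM PGE2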
TRPML3 agonist – human mucolipin-3 channel agonism. activation, % at 3 µM. hit rate 0.29% among 220,000. HEK293 TRPML3-YFP, Fluo-8 calcium fluorescence; 100% = the carbachol control signal. AID 1448;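 active means activation above its plate's cutoff, the mean activation of the plate's test wells plus 3 SD, cut at about 12% in these data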;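 further: 0% = DMSO only wells and 100% = carbachol wells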
Target sequence (Q8TDD5 whole entry, looked up): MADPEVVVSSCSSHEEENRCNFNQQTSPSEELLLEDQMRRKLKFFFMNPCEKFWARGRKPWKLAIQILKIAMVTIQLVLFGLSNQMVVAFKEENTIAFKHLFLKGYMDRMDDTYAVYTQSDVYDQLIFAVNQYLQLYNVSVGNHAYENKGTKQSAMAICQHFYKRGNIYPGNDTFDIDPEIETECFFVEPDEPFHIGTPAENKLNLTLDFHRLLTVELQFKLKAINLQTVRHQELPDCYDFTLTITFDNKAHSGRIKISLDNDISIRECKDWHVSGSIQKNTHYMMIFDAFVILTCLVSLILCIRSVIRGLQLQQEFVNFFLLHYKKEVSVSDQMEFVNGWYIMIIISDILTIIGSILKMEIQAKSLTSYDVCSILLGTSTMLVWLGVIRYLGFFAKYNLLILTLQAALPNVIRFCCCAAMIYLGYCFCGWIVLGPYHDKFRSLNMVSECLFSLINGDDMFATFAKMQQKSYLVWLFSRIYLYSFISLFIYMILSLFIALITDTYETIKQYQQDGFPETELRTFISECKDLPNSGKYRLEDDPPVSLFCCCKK
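Test system: HEK293 cells stably carrying human TRPML3-YFP; Doses: single dose, 3 µM final nominal compound, 0.3% DMSO final; Schedule: dye loading 1 h 37 °C then 30 min ambient, 125 s read; Technique: Fluo-8 calcium fluorescence; Benchmarks: high control carbachol 87 µM, low control DMSO.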
zfTRPN1 agonist – zebrafish TRPN1 (NompC) channel agonism; HEK293 zebrafish TRPN1-YFP, Fluo-8 calcium fluorescence; 100% = response to 87 µM carbachol; activation, % at 3 µM; hit rate 0.18% among 220,000; AID 1424;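 active means activation above its plate's cutoff, the mean activation of test wells on that plate plus 3 SD, cut at about 19% in these data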;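 further: 0% = DMSO alone and 100% = 87 µM carbachol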
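Material: zebrafish TRPN1-YFP in HEK293 cells. Doses: one dose of 3 µM, 0.3% DMSO. Incubation: dye 1 h 37 °C plus 30 min RT. Measured by: intracellular calcium fluorescence with Fluo-8.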
NPY-Y1 PAM-ag – human NPY-Y1 potentiation or agonism, primary screen | activation, % at 3.6 µM | hit rate 0.37% among 220,000 | NPY-Y1 expressing cells, potentiator/agonist activation | P25929; in the data active means activation above about 33%, passing the limit was not always enough;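 further: cells stimulated with NPY at EC10 then isoproterenol at EC100; 0% = low agonist plus stimulus and 100% = saturating agonist plus stimulus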
14-3-3 Bad PPI – disrupts binding of bovine 14-3-3 zeta to phospho-Bad peptide | P63103 | hit rate 0.71% among 220,000 | inhibition, % at 21.7 µM | TR-FRET 14-3-3zeta/Dy647-pBad peptide displacement, 1 h;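 active means inhibition above about 70%, limit read from the data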;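 further: 0% = full 14-3-3 plus peptide FRET controls and 100% = background without 14-3-3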
Target sequence (P63103 whole entry, looked up): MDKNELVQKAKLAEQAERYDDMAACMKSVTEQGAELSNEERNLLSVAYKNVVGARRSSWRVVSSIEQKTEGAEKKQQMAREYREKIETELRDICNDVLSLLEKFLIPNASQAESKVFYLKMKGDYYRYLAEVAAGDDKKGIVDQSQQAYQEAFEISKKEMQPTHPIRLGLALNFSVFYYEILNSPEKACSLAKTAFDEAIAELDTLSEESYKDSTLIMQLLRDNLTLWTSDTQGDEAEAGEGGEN
NPY-Y1 antag – NPY-Y1 (human) receptor antagonism. P25929. hit rate 1% among 200,000. inhibition, % at 3.6 µM. HEK293-CNG Y1 cells, membrane potential fluorescence; NPY at EC95, then isoproterenol;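 active means inhibition above the campaign mean inhibition of all tested compounds plus 3 SD, cut at about 20% in these data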;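 further: 0% = DMSO wells given NPY plus isoproterenol and 100% = isoproterenol alone without NPY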
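System: HEK293 cells with Y1 receptor plus CNG channel / Probe or stimulus: NPY 25 nM then isoproterenol 1 µM plus Ro 20-1724 25 µM / Compound: one concentration, 3.6 µM, in 0.4% DMSO / Schedule: compound incubation 1 h at room temperature, readout 45 min post-stimulation / Measured by: membrane potential fluorescence / Read-out: % inhibition of NPY effect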
* = called active by the depositor; [ ] = another dose, or the depositor's remark. Not all compounds are listed; rates above refer to the full screens.

For O=C(COC(=O)c1cc(-c2ccc(Cl)s2)nc2ccccc12)NCc1ccco1 the results were CHOP inh 81*, EP2 antag 15, PPC-1+TRAIL kill -11, EP2 mod 0, TRPML3 agonist 0.6, zfTRPN1 agonist -0.2, NPY-Y1 PAM-ag 3, 14-3-3 Bad PPI 3 and NPY-Y1 antag -1.
CCc1cc(/C(Cc2ccccn2)=N\O)c(O)cc1O was read as CHOP inh 33, EP2 antag 5, PPC-1+TRAIL kill 2, EP2 mod 6, TRPML3 agonist 2.6, zfTRPN1 agonist 0.6, NPY-Y1 PAM-ag 12, 14-3-3 Bad PPI 0 and NPY-Y1 antag -4.
Screening COC(=O)[C@@H]1CC[C@H](C)[C@@H](c2ccc(C)cc2)N1C(=O)c1ccc(/C=N/O[C@H](C)c2cn([C@@H]3COC[C@H]3O)nn2)cc1 returned CHOP inh 7, PPC-1+TRAIL kill 21, EP2 mod 5, TRPML3 agonist 1.1, zfTRPN1 agonist 3.0, NPY-Y1 PAM-ag -15, 14-3-3 Bad PPI 8[fluorescence artefact?] and NPY-Y1 antag 2.
CCOc1cc(NC(=O)c2cnccn2)c(OCC)cc1NC(=O)c1ccc(C)cc1 was read as TRPML3 agonist 0.9, zfTRPN1 agonist -1.0, NPY-Y1 PAM-ag -8 and NPY-Y1 antag 3.
COC(C[C@@H]1O[C@@H]1[C@@H](O)COCc1ccccc1)OC was read as CHOP inh -16, EP2 antag 8, PPC-1+TRAIL kill -2, EP2 mod 4 and 14-3-3 Bad PPI -8.
Screening CCCCCN1CC(O)=C(c2nc(-c3ccc(Cl)cc3)cs2)C1=N returned CHOP inh -31, EP2 antag 10, PPC-1+TRAIL kill 26, EP2 mod -21, TRPML3 agonist -0.7, zfTRPN1 agonist -1.1, NPY-Y1 PAM-ag 25, 14-3-3 Bad PPI 8 and NPY-Y1 antag 6.
CCOCCCNC(=O)c1c(-c2ccccc2)noc1C was read as CHOP inh 34, EP2 antag 30, PPC-1+TRAIL kill 22, EP2 mod 4, TRPML3 agonist 0.2, zfTRPN1 agonist -0.7, NPY-Y1 PAM-ag -5, 14-3-3 Bad PPI -3 and NPY-Y1 antag 7.
Screening O=C(NCC1CCCO1)C1CCCN1C(=O)Nc1ccc(Cl)c(Cl)c1 (configuration not stated) returned CHOP inh 12, EP2 antag 5, EP2 mod -16, TRPML3 agonist 0.0, zfTRPN1 agonist 0.3, NPY-Y1 PAM-ag -31, 14-3-3 Bad PPI 8 and NPY-Y1 antag 0.
`CC(C)c1ccc(/C=N/NC(=O)c2cccc(S(=O)(=O)N3CCOCC3)c2)cc1` gave CHOP inh 9, EP2 antag 0, PPC-1+TRAIL kill 26, EP2 mod -24, TRPML3 agonist 0.2, zfTRPN1 agonist 0.8, NPY-Y1 PAM-ag 3, 14-3-3 Bad PPI -6 and NPY-Y1 antag -5.
For O=C(/C=C/c1ccccc1)N1CCCN(C(=O)/C=C/c2ccccc2)CC1 the results were CHOP inh 37, EP2 antag 11, PPC-1+TRAIL kill -3, EP2 mod -19, TRPML3 agonist 0.2, zfTRPN1 agonist -0.5, NPY-Y1 PAM-ag -27, 14-3-3 Bad PPI -5 and NPY-Y1 antag 4.
For CCOC(=O)CCC(=O)Nc1ccccc1C(N)=O the results were CHOP inh 30, EP2 antag 0, PPC-1+TRAIL kill 13, EP2 mod 3, TRPML3 agonist 0.6, zfTRPN1 agonist 1.8, NPY-Y1 PAM-ag 15, 14-3-3 Bad PPI 0 and NPY-Y1 antag 8.
For O=C(CN1CCC(NC(=O)c2ccccc2F)CC1)Nc1ccc2c(c1)OCO2 the results were CHOP inh -7, EP2 antag 14, PPC-1+TRAIL kill 4, EP2 mod -58, TRPML3 agonist 1.1, zfTRPN1 agonist -1.7, NPY-Y1 PAM-ag 13, 14-3-3 Bad PPI -5 and NPY-Y1 antag 3.
For CCn1ncc(/C=N\NC(=O)COc2ccccc2)c1C the results were CHOP inh 12, EP2 antag 5, PPC-1+TRAIL kill 15, EP2 mod -5, TRPML3 agonist 1.0, zfTRPN1 agonist 0.5, NPY-Y1 PAM-ag 7, 14-3-3 Bad PPI -14[fluorescence artefact?] and NPY-Y1 antag -4.
For COc1ccccc1N(CC(=O)Nc1ccc(F)c(F)c1)S(C)(=O)=O the results were CHOP inh 18, EP2 antag 9, PPC-1+TRAIL kill 21, EP2 mod -10, TRPML3 agonist -0.1, zfTRPN1 agonist 0.5, NPY-Y1 PAM-ag 1, 14-3-3 Bad PPI -3 and NPY-Y1 antag 3.
Screening O=C(N/N=C/c1ccccn1)C1CC1 returned CHOP inh 10, EP2 antag 4, PPC-1+TRAIL kill -5, EP2 mod 4, TRPML3 agonist 0.7, zfTRPN1 agonist -0.3, NPY-Y1 PAM-ag 8, 14-3-3 Bad PPI 5 and NPY-Y1 antag 3.
For O=c1oc2ccccc2cc1-c1cn(-c2ccccc2)c(=S)[nH]1 the results were CHOP inh 69, EP2 antag 10, PPC-1+TRAIL kill 57*, EP2 mod -19, TRPML3 agonist 0.6, zfTRPN1 agonist 1.1, NPY-Y1 PAM-ag -7, 14-3-3 Bad PPI 1[fluorescence artefact?] and NPY-Y1 antag -1.
Screening O=C(Nc1ccccc1Cl)C1(c2ccccc2)CC1(Cl)Cl (configuration not stated) returned CHOP inh 40, EP2 antag 4, PPC-1+TRAIL kill 0, EP2 mod 62*, TRPML3 agonist -0.7, zfTRPN1 agonist -0.7, NPY-Y1 PAM-ag -6, 14-3-3 Bad PPI 6[fluorescence artefact?] and NPY-Y1 antag 5.
Screening N#Cc1nc(Cc2cccc3ccccc23)oc1NCc1ccc2c(c1)OCO2 returned CHOP inh 43, EP2 antag 17, PPC-1+TRAIL kill 6, EP2 mod -16, TRPML3 agonist -1.2, zfTRPN1 agonist -2.6, NPY-Y1 PAM-ag -24, 14-3-3 Bad PPI -8 and NPY-Y1 antag -2.
Screening O=C1/C(=C/C=C/c2ccccc2)Oc2c1ccc(O)c2CN1CCN(CCO)CC1 returned CHOP inh 0, EP2 antag 9, PPC-1+TRAIL kill 3, EP2 mod -28, TRPML3 agonist 0.7, zfTRPN1 agonist 2.6, NPY-Y1 PAM-ag 30 and 14-3-3 Bad PPI -4.
Screening Cc1ccc(OCC(=O)Nc2ccc3c(c2)nc(CCN2CCOCC2)n3C)cc1 returned CHOP inh 27, EP2 antag 4, PPC-1+TRAIL kill 10, EP2 mod 9, TRPML3 agonist 1.4, zfTRPN1 agonist 1.4, NPY-Y1 PAM-ag -3, 14-3-3 Bad PPI 8 and NPY-Y1 antag 3.
Screening Nc1c(C(=O)NCc2ccc3c(c2)OCO3)nnn1-c1ccc(OC(F)(F)F)cc1 returned CHOP inh 26, EP2 antag 3, PPC-1+TRAIL kill 4, EP2 mod -43, TRPML3 agonist -0.1, zfTRPN1 agonist -0.3, NPY-Y1 PAM-ag 14, 14-3-3 Bad PPI 2[fluorescence artefact?] and NPY-Y1 antag 1.
`Cc1ccn2cc(-c3ccc(NS(=O)(=O)c4ccccc4)cc3)nc2c1` gave CHOP inh -3, EP2 antag 11, PPC-1+TRAIL kill 9, EP2 mod -46, TRPML3 agonist 0.5, zfTRPN1 agonist -0.8, NPY-Y1 PAM-ag 1, 14-3-3 Bad PPI -15 and NPY-Y1 antag 0.
C/C(=N\NC(=S)NC1CCCCC1)c1ccc(C)o1 was read as CHOP inh 4, EP2 antag 7, PPC-1+TRAIL kill 18, EP2 mod 14, TRPML3 agonist -0.5, zfTRPN1 agonist -1.9, NPY-Y1 PAM-ag -5, 14-3-3 Bad PPI -7 and NPY-Y1 antag 5.
For COc1ccccc1N/C=C1/Sc2cc(Cl)ccc2NC1=O the results were CHOP inh 42, EP2 antag 6, PPC-1+TRAIL kill 5, EP2 mod 3, TRPML3 agonist 0.3, zfTRPN1 agonist -0.1, NPY-Y1 PAM-ag -1, 14-3-3 Bad PPI -3 and NPY-Y1 antag 4.
`C/C(Cc1ccccc1)=N\NC(=O)CNC(=O)c1ccccc1Br` gave CHOP inh 7, EP2 antag 11, PPC-1+TRAIL kill 19, EP2 mod -10, TRPML3 agonist 0.4, zfTRPN1 agonist -0.9, NPY-Y1 PAM-ag -7, 14-3-3 Bad PPI -9 and NPY-Y1 antag -3.
For Cc1cc(/C=C2\SC(=Nc3ccc(F)cc3)NC2=O)c(C)n1-c1ccc(S(N)(=O)=O)cc1 the results were CHOP inh 77*, EP2 antag 16, PPC-1+TRAIL kill 5, EP2 mod -36, TRPML3 agonist 0.6, zfTRPN1 agonist -0.2, NPY-Y1 PAM-ag 21, 14-3-3 Bad PPI -21 and NPY-Y1 antag 10.
Screening COc1ccc(C2C(C(C)=O)=C(O)C(=O)N2CCc2c[nH]c3ccccc23)cc1OC (configuration not stated) returned CHOP inh -14, EP2 antag 19, PPC-1+TRAIL kill -4, EP2 mod 18, TRPML3 agonist 0.8, zfTRPN1 agonist 2.1, NPY-Y1 PAM-ag 4, 14-3-3 Bad PPI 10 and NPY-Y1 antag -1.
COC(=O)c1cc(OC)c(OC)cc1N was read as CHOP inh -10, EP2 antag 9, PPC-1+TRAIL kill 7, EP2 mod -4, TRPML3 agonist -0.1, zfTRPN1 agonist 0.5, NPY-Y1 PAM-ag 12, 14-3-3 Bad PPI 11 and NPY-Y1 antag -4.
For COc1ccc(CNC(=O)c2cccc(-c3ccc(C)c4ccccc34)n2)cc1 the results were CHOP inh 19, EP2 antag 8, PPC-1+TRAIL kill 2, EP2 mod 4, TRPML3 agonist 0.3, zfTRPN1 agonist 1.9, NPY-Y1 PAM-ag -21, 14-3-3 Bad PPI -2 and NPY-Y1 antag 7.
Screening CCOC(=O)CSc1n[nH]c(=S)s1 returned CHOP inh -7, EP2 antag 15, PPC-1+TRAIL kill 1, EP2 mod 21, TRPML3 agonist 0.7, zfTRPN1 agonist 2.2, NPY-Y1 PAM-ag 10 and 14-3-3 Bad PPI 16.
CC1(C)Cc2cccc(OCC(=O)O)c2O1 was read as CHOP inh -11, EP2 antag 6, PPC-1+TRAIL kill 0, EP2 mod 2, TRPML3 agonist 0.3, zfTRPN1 agonist 1.7, NPY-Y1 PAM-ag -4, 14-3-3 Bad PPI 8 and NPY-Y1 antag 2.
For Cc1[nH]n(-c2ccccc2)c(=O)c1C(C[N+](=O)[O-])c1ccc(F)cc1 (configuration not stated) the results were CHOP inh 51, EP2 antag 15, PPC-1+TRAIL kill 38, EP2 mod 11, TRPML3 agonist 0.6, zfTRPN1 agonist 0.9, NPY-Y1 PAM-ag -21, 14-3-3 Bad PPI -8 and NPY-Y1 antag 2.
